EPAC2 antag: blocks human EPAC2 exchange factor; Q8WZA2; EPAC2 GEF exchange of Rap1B-BODIPY-GDP, fluorescence; Potency, µM (doses to about 114 µM), without a hit: at the top dose activity, negative = inhibition, hits mostly inhibitors; actives 0.18% (n = 360,000); also: % is scaled to controls: 0 for no effect and ±100 for the full control effect; nearly all actives have a fitted effect of over 45% in size; many of its hits are not listed in these tables
Target sequence (Q8WZA2 whole entry, looked up): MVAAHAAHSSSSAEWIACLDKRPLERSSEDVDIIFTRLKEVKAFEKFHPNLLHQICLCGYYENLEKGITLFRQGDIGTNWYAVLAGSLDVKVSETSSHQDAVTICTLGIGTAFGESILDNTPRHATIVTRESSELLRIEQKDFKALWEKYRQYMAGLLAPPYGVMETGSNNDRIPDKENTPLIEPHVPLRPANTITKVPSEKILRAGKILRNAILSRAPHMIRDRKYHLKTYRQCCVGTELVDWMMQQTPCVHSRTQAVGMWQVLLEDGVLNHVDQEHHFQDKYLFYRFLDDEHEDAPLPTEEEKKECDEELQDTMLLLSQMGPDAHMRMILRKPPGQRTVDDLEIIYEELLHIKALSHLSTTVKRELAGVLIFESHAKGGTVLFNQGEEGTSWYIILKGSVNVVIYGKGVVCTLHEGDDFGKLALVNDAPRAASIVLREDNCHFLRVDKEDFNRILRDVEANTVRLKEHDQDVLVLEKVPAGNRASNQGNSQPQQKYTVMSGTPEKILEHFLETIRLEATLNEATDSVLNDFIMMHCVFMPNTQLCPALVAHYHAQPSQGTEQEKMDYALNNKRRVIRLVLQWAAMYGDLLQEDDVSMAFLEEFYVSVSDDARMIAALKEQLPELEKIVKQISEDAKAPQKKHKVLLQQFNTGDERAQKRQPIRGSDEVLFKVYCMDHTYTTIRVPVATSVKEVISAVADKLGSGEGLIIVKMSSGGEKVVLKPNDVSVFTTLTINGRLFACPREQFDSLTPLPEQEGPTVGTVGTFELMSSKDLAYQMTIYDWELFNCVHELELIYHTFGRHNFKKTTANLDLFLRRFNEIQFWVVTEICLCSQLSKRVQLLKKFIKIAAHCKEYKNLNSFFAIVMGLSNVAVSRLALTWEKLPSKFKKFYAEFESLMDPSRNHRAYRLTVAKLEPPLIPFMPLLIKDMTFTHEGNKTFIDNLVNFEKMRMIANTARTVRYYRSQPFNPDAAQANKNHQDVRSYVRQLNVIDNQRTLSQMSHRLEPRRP
Nrf2 inh: Nrf2 pathway inhibition. A549 ARE-Fluc reporter, luciferase luminescence, 18-24 h. Potency, µM (doses to about 46 µM), for inactives: at the highest dose activity change, negative = inhibition, actives largely listed as inhibitors. actives 2.1% (n = 360,000). AID 504444; also: % is scaled to controls: 0 for no effect and ±100 for the full control effect; nearly all actives have a fitted effect of over 60% in size
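A549 ARE_Fluc cells (5000/well, 5% FBS OPTI-MEM) pre-incubated 2 h, then treated with compounds 18-24 h at 37C/5% CO2 in concentration-response. CellTiter-Fluor viability read first; BugLite luciferase luminescence after 15 min at room temperature gives Nrf2 activity.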
TGFb inhibitor: inhibitors of TGF-b signaling; HepG2 CAGA-GFP TGF-b/SMAD3 reporter, GFP fluorescence, 18 h; TGF-beta stimulated, 500 pg/mL final; Potency, µM (doses to about 46.1 µM), for inactives: at the highest dose activity, negative = inhibition, usual class: inhibitors; actives 1.2% (n = 410,000); AID 588855; also: % is scaled to controls: 0 for no effect and ±100 for the full control effect; nearly all actives have a fitted effect of over 65% in size
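Smad-responsive CAGA-GFP expression was quantified in HEPG2 cells exposed to compounds and 500 pg/mL final TGF-beta for 18 h at 37 degrees C; unstimulated wells defined full inhibition.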
MCF10A rerep: inducers of DNA re-replication in MCF 10A breast cells | MCF 10A DNA re-replication, Hoechst nuclear intensity, 48 h | Potency, µM (doses to about 46.1 µM), without a hit: top-dose activity, positive = re-replication, most hits filed as activators | actives 2.9% (n = 350,000); also: % of control where 0% means no effect; nearly all actives have a fitted effect of over 50% in size
ATXN viability: viability counter-screen for ATXN expression inhibitors; S2 cells (HEK-293 line with an ATXN2-luciferase reporter) viability, CellTiter-Fluor protease fluorescence, 24 h; Potency, µM (titrated, usually from 56.7 µM), hits mostly cytotoxic; actives 0.49% (n = 400,000); AID 651635; also: nearly all actives have a fitted effect of over 40% in size
HepG2 tox: kills HepG2 cells in TGF-b inhibitor counter-screen | HepG2 CAGA-GFP viability, ATP luminescence, 18 h | Potency, µM (titrated, usually from 46.1 µM), without a hit: top-dose activity change, negative = cytotoxicity, actives largely listed as cytotoxic | actives 0.76% (n = 410,000) | AID 588856; also: some results filed as inactive show a strong effect at the top dose
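CellTiter-Glo luminescence gave cytotoxicity after 18 hours at 37 degrees C. The cells were HepG2 CAGA-GFP in 1% FBS DMEM, stimulated with 500 pg/mL TGF-beta after compound addition. %Activity was normalised to no-cell wells (complete cell-killing) and DMSO (no toxicity), and curves were fitted and classified.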
ATXN2 expr inh: reduces ATXN2 reporter expression in HEK-293 cells; HEK-293 ATXN2-luciferase reporter, luminescence, 24 h; Potency, µM (titrated, usually from 57 µM), for inactives: top-dose activity change, negative = inhibition, most hits filed as inhibitors; actives 0.72% (n = 360,000); AID 1745845; also: % is scaled to controls: 0 for no effect and ±100 for the full control effect; nearly all actives have a fitted effect of over 55% in size
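ATXN2-luciferase reporter cells (luciferase flanked by upstream and downstream ATXN2 gene portions) were treated 24 h at 37 °C with compounds at up to 57 uM. SteadyGlo luminescence gave expression; GF-AFC fluorescence gave viability.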
Nrf2 activator: Nrf2 pathway activation; AREc32 ARE-luciferase reporter (MCF7-derived line), luminescence, 24 h; Potency, µM (series often up to 46.1 µM), without a hit: top-dose activation, hits mostly activators; actives 0.31% (n = 410,000); AID 624171; also: % of control where 0% means no effect; nearly all actives have a fitted effect of over 65% in size
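AREc32_Fluc, 1000 cells/well, OPTI-MEM + 5% FBS, o/n 37 deg C 5% CO2; 23 nL cpd by pin tool, 24 hr; Steady-Glo 30 min RT, luminescence.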
A549 viability: A549 cytotoxicity, counter-screen for Nrf2 inhibitors | A549 ARE-Fluc cells, CellTiter-Fluor viability, 18-24 h | Potency, µM (top dose mostly 46 µM), for the others: at the highest dose activity change, negative = cytotoxicity, usual class: inhibitors | actives 0.16% (n = 390,000); also: % is scaled to controls: 0 for no effect and ±100 for the full control effect
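A549 ARE_Fluc cells in 5% FBS OPTI-MEM were exposed to compounds in concentration-response for 18-24 h at 37 deg C. Viability was read by CellTiter-Fluor fluorescence (Ex 405/Em 525) after 30 min, before the luciferase read.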
* hit, by the source's call; & = joins results of further samples. Calls follow the shape of the dose curve; as a rule, active = well fitted curve in the direction sought with a large enough effect; inconclusive = small, poorly fitted or top-dose-only effect, or another doubt; inactive = no such curve, though single readings can be large; an effect the other way counts as inactive or inconclusive. Potency is read from the fitted curve at half-maximal effect. A portion of the library; the hit share may differ from the screen's.

Results for COc1ccc(OC)c(NC(=O)N2CCC3(CC2)Oc2ccccc2C(=O)N3Cc2ccccc2F)c1 ?
Nrf2 inh: inconclusive; HepG2 tox: -22.7%; Nrf2 activator: 5.0%; A549 viability: -9.4%

Results for O=C(CSc1n[nH]c(=O)n1Cc1ccco1)Nc1ccccc1Cl ?
EPAC2 antag: 4.0%; Nrf2 inh: 4.8%; TGFb inhibitor: 14.9%; MCF10A rerep: -2.7%; ATXN viability: inactive; HepG2 tox: 8.0%; ATXN2 expr inh: -22.2%; Nrf2 activator: -0.7%; A549 viability: 2.1%

What do the screens show for `CS(=O)(=O)c1ccc2nc(NC(=O)c3ccccc3Cl)sc2c1`?
EPAC2 antag: 11.9%; Nrf2 inh: 1.6%; TGFb inhibitor: -3.1%; MCF10A rerep: 0.82µM*; ATXN viability: inactive; HepG2 tox: -23.4%; ATXN2 expr inh: -8.7%; Nrf2 activator: 6.0%; A549 viability: 1.1%

What do the screens show for `COc1cccc(/C(O)=C2/C(=O)C(=O)N(Cc3cccnc3)C2c2ccco2)c1` (centres undefined)?
EPAC2 antag: 4.3%; Nrf2 inh: 3.7%; TGFb inhibitor: 0.0%; MCF10A rerep: 1.9%; ATXN viability: inactive; HepG2 tox: 4.4%; ATXN2 expr inh: 5.1%; Nrf2 activator: 0.6%; A549 viability: 1.3%

What do the screens show for `Cc1c(C(=O)OC2CCCCC2)sc2nc[nH]c(=O)c12`?
EPAC2 antag: -5.4%; TGFb inhibitor: -8.1%; MCF10A rerep: -6.8%; ATXN viability: inactive; HepG2 tox: -27.6%; ATXN2 expr inh: -2.8%; Nrf2 activator: 0.1%; A549 viability: 5.5%

How did CCOC(=O)C1=C(C)NC(C)=C(C(=O)OCC)C1c1cccs1 do in these assays?
EPAC2 antag: -8.3%; Nrf2 inh: 1.8%; TGFb inhibitor: inconclusive; MCF10A rerep: -2.5%; ATXN viability: inactive; HepG2 tox: -23.1%; ATXN2 expr inh: -2.6%; Nrf2 activator: 0.0%; A549 viability: 1.0%

Results for Nc1ccc(C(=O)N/N=C/c2cn(Cc3ccccc3)c3ccccc23)cc1 ?
EPAC2 antag: 4.3%; Nrf2 inh: inconclusive; TGFb inhibitor: 2.82µM*; MCF10A rerep: -1.2%; ATXN viability: inactive; HepG2 tox: -0.5%; ATXN2 expr inh: -18.3%; Nrf2 activator: 10.5%; A549 viability: -8.6%

How did O=C(N/N=C/c1ccccn1)c1cccnc1 do in these assays?
EPAC2 antag: 2.5%; Nrf2 inh: -21.0%; TGFb inhibitor: 7.5%; MCF10A rerep: -7.9%; ATXN viability: inactive; HepG2 tox: -4.6%; Nrf2 activator: -0.1%; A549 viability: 0.1%

Results for CC1(c2ccccc2)NC(=O)N(CCOc2ccccc2)C1=O (centres undefined) ?
EPAC2 antag: 10.0%; Nrf2 inh: 4.5%; TGFb inhibitor: 20.2%; MCF10A rerep: -2.9%; ATXN viability: inactive; HepG2 tox: -0.5%; ATXN2 expr inh: 3.8%; Nrf2 activator: -0.2%; A549 viability: 0.5%

Results for CCCCOC(=O)/C(=C/C=C/c1ccccc1)NC(=O)c1ccccc1 ?
EPAC2 antag: -27.5%; Nrf2 inh: 25.0%; TGFb inhibitor: -0.6%; MCF10A rerep: -1.0%; ATXN viability: inconclusive; HepG2 tox: -1.2%; ATXN2 expr inh: -22.2%; Nrf2 activator: 3.7%; A549 viability: -9.6%

How did Cc1cccc(-c2nnc(SCc3cc(=O)[nH]c4ccccc34)n2C)c1 do in these assays?
EPAC2 antag: 5.6%; Nrf2 inh: -11.8%; TGFb inhibitor: -17.3%; MCF10A rerep: -4.6%; ATXN viability: inactive; HepG2 tox: -21.4%; ATXN2 expr inh: 8.0%; Nrf2 activator: 0.2%; A549 viability: 12.9%

What do the screens show for `CCN(CC)S(=O)(=O)c1ccc(NC(=O)CCN2C(=O)C3CC=CCC3C2=O)cc1` (centres undefined)?
EPAC2 antag: -0.7%; Nrf2 inh: 8.7%; TGFb inhibitor: -2.7%; MCF10A rerep: 2.1%; ATXN viability: inactive; HepG2 tox: 3.7%; Nrf2 activator: -0.1%; A549 viability: 4.1%

How did CCOC(=O)C1CCCN(C(=O)/C=C/c2ccccc2[N+](=O)[O-])C1 (centres undefined) do in these assays?
EPAC2 antag: -5.2%; Nrf2 inh: -5.0%; TGFb inhibitor: 5.9%; MCF10A rerep: -1.1%; ATXN viability: inactive; HepG2 tox: 0.3%; ATXN2 expr inh: -0.8%; Nrf2 activator: 3.5%; A549 viability: 0.5%

How did CC(C)NC1CS(=O)(=O)CC1O (centres undefined) do in these assays?
EPAC2 antag: 4.3%; Nrf2 inh: -0.3%; TGFb inhibitor: 0.1%; MCF10A rerep: inconclusive; ATXN viability: inactive; HepG2 tox: 8.8%; ATXN2 expr inh: -1.8%; Nrf2 activator: -0.6%; A549 viability: -4.9%

Results for CCOC(=O)CN1C(=O)N[C@@H](c2cccs2)C(C(C)=O)=C1C ?
EPAC2 antag: -2.1%; Nrf2 inh: -12.0%; TGFb inhibitor: -2.6%; MCF10A rerep: -4.1%; ATXN viability: inactive; HepG2 tox: 1.1%; ATXN2 expr inh: 2.2%; Nrf2 activator: -0.6%; A549 viability: -5.2%

How did COc1ccc(C(CNC(=O)c2ccc(S(=O)(=O)N3CC(C)CC(C)C3)cc2)N(C)C)cc1 (centres undefined) do in these assays?
EPAC2 antag: -3.4%; Nrf2 inh: 0.2%; TGFb inhibitor: inconclusive; MCF10A rerep: inconclusive; ATXN viability: inactive; HepG2 tox: -56.0%; ATXN2 expr inh: -2.7%; Nrf2 activator: 5.9%; A549 viability: -11.2%

Results for COc1ccc(Cl)cc1NC(=O)CS(=O)(=O)c1cccc2nsnc12 ?
EPAC2 antag: -0.4%; Nrf2 inh: 18.3%; TGFb inhibitor: 29.8%; MCF10A rerep: 0.8%; ATXN viability: inconclusive; HepG2 tox: -3.9%; ATXN2 expr inh: -4.3%; Nrf2 activator: 0.3%; A549 viability: 1.3%

How did O=C(Cn1nc(C(=O)O)c2ccccc2c1=O)NCCC1=CCCCC1 do in these assays?
EPAC2 antag: -5.7%; Nrf2 inh: 1.9%; TGFb inhibitor: 4.1%; MCF10A rerep: -19.9%; ATXN viability: inactive; HepG2 tox: -18.1%; ATXN2 expr inh: -26.9%; Nrf2 activator: 7.2%; A549 viability: 8.0%

What do the screens show for `COc1ccc(-c2cc(C3CCN(C(=O)OC(C)(C)C)CC3)[nH]n2)cc1`?
EPAC2 antag: -11.9%; Nrf2 inh: 11.7%; TGFb inhibitor: -18.0%; MCF10A rerep: 15.1%; ATXN viability: inactive; HepG2 tox: -6.0%; ATXN2 expr inh: -27.9%; Nrf2 activator: 3.8%; A549 viability: 3.4%

What do the screens show for `C[C@@H](NC(=O)[C@@H]1CCCN1C(=O)OC(C)(C)C)c1ccccc1`?
EPAC2 antag: 0.0%; ATXN viability: inactive; ATXN2 expr inh: 12.7%; Nrf2 activator: -1.0%

Results for O=c1[nH]c(/C=C/c2cccc(Br)c2)nc2ccccc12 ?
EPAC2 antag: -0.5%; Nrf2 inh: inconclusive; TGFb inhibitor: 10.7%; MCF10A rerep: -0.4%; ATXN viability: inactive; HepG2 tox: -4.4%; ATXN2 expr inh: -6.7%; Nrf2 activator: 2.1%; A549 viability: -17.4%

How did O=C1CC[C@@H](OCc2ccccc2)CCN1CC[C@H](Sc1ccccc1)c1ccccc1 do in these assays?
EPAC2 antag: -22.2%; Nrf2 inh: 12.4%; TGFb inhibitor: inconclusive; MCF10A rerep: inconclusive; ATXN viability: inactive; HepG2 tox: -4.4%&-37.1%; ATXN2 expr inh: 2.7%; Nrf2 activator: 8.8%; A549 viability: -0.5%

How did Cc1cccc(C(O)C(O)c2cccc(C)n2)n1 (centres undefined) do in these assays?
EPAC2 antag: 14.7%; Nrf2 inh: 3.0%; TGFb inhibitor: -3.3%; MCF10A rerep: 3.4%; ATXN viability: inactive; HepG2 tox: -5.4%; ATXN2 expr inh: 5.2%; Nrf2 activator: -0.6%; A549 viability: -5.2%

What do the screens show for `Cc1ccccc1NC(=O)c1cc([N+](=O)[O-])ccc1NCCN1C(=O)CCC1=O`?
EPAC2 antag: 2.0%; Nrf2 inh: 18.4%; TGFb inhibitor: -8.0%; MCF10A rerep: -1.8%; ATXN viability: inactive; HepG2 tox: -1.1%; ATXN2 expr inh: inconclusive; Nrf2 activator: 0.1%; A549 viability: -3.3%

How did COc1ccc(OC)c(/C(O)=C/C(=O)C(=O)Nc2ccccc2OC)c1 do in these assays?
EPAC2 antag: -2.3%; Nrf2 inh: 2.3%; TGFb inhibitor: -11.6%; MCF10A rerep: 5.6%; ATXN viability: inactive; HepG2 tox: -4.3%; ATXN2 expr inh: 6.3%; Nrf2 activator: 2.8%; A549 viability: -2.8%

What do the screens show for `ON=C1CCCC2CCCCC12` (centres undefined)?
EPAC2 antag: 1.9%; Nrf2 inh: 0.0%; TGFb inhibitor: 0.3%; MCF10A rerep: -2.4%; ATXN viability: inactive; HepG2 tox: -9.5%; ATXN2 expr inh: -21.3%; Nrf2 activator: -0.8%; A549 viability: -2.2%

Some of these compounds in order of number of heavy atoms, rising.
What do the screens show for `ON=C1CCCC2CCCCC12` (centres undefined)?
EPAC2 antag: 1.9%; Nrf2 inh: 0.0%; TGFb inhibitor: 0.3%; MCF10A rerep: -2.4%; ATXN viability: inactive; HepG2 tox: -9.5%; ATXN2 expr inh: -21.3%; Nrf2 activator: -0.8%; A549 viability: -2.2%

How did Cc1cccc(C(O)C(O)c2cccc(C)n2)n1 (centres undefined) do in these assays?
EPAC2 antag: 14.7%; Nrf2 inh: 3.0%; TGFb inhibitor: -3.3%; MCF10A rerep: 3.4%; ATXN viability: inactive; HepG2 tox: -5.4%; ATXN2 expr inh: 5.2%; Nrf2 activator: -0.6%; A549 viability: -5.2%

How did COc1ccc(OC)c(/C(O)=C/C(=O)C(=O)Nc2ccccc2OC)c1 do in these assays?
EPAC2 antag: -2.3%; Nrf2 inh: 2.3%; TGFb inhibitor: -11.6%; MCF10A rerep: 5.6%; ATXN viability: inactive; HepG2 tox: -4.3%; ATXN2 expr inh: 6.3%; Nrf2 activator: 2.8%; A549 viability: -2.8%

Bioassay records (PubChem)
